# Screening data deposited in PubChem by several laboratories.
# NPY-Y1 antag: antagonists of human neuropeptide Y receptor Y1; P25929; HEK293-CNG Y1 cells, membrane potential fluorescence; NPY at EC95, then isoproterenol; inhibition, % at 3.6 µM; actives 1% (n = 200,000);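 active means inhibition above the campaign mean inhibition of all tested compounds plus 3 SD, cut at about 20% in these data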;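 further: 0% = DMSO wells given NPY plus isoproterenol and 100% = isoproterenol alone without NPY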
# Target sequence (P25929 whole entry, looked up): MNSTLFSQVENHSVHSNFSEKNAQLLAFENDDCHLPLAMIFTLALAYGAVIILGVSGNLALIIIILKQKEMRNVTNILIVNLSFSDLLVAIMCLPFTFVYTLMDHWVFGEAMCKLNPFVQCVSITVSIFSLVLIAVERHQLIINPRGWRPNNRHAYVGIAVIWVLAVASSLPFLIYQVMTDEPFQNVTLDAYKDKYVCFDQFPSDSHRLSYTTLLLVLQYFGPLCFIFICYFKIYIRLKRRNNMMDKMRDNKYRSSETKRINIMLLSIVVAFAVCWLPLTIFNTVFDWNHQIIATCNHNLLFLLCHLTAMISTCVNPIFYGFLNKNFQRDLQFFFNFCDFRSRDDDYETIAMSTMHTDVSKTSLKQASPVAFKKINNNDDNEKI
#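 Benchmarks – high control isoproterenol alone, low control NPY with isoproterenol · Material – HEK293 Y1/CNG channel cell line · Times – dye 3 h, compound 60 min room temperature, stimulation 45 min · Probe or stimulus – NPY (25 nM), isoproterenol (1 µM), Ro 20-1724 (25 µM) · Evaluation – % inhibition of NPY effect · Signal – fluorescence, membrane potential probe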
# Ba/F3 V617F tox: lowers viability of Ba/F3 cells expressing EpoR and JAK2V617F. ATP luminescence. inhibition, % at 5.6 µM. actives 1.1% (n = 220,000);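 active means inhibition above the campaign mean plus 3 SD over all tested compounds, cut at about 24% in these data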;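 further: cytokine-independent growth of Ba/F3 cells driven by EpoR plus mutant JAK2; 0% = DMSO-treated cells and 100% = JAK inhibitor I control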
# Runt-CBFb FRET: inhibitors of human RUNX1 Runt domain binding to CBFb; Cerulean-Runt/Venus-CBFb FRET ratio 530/480, 1 h; actives 0.46% (n = 220,000); Q01196+Q13951; inhibition, % at 20 µM;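 active means inhibition over about 50% at 20 µM in the single-dose screen, limit read from the data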;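 further: 0% = DMSO wells and 100% = excess unlabeled CBFb competitor control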
#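 Measured by: fluorescence energy transfer, 422 nm excitation, 530/480 nm emission; Assay system: Cerulean-Runt domain; Medium: Tris pH 7.5 buffer with BSA; Measure: loss of energy transfer signal; Controls: 5 µM unlabeled CBFb as full-inhibition high control; Incubation: protein complex preformed 1 h, compound exposure 1 h, room temperature, dark.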
# BaF3 parental: parental Ba/F3 viability inhibition as JAK2V617F counter-screen | inhibition, % at 5.6 µM | actives 1.1% (n = 220,000) | CellTiter-Glo ATP luminescence;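 active means inhibition above a per-campaign cutoff, the mean inhibition of all tested compounds plus 3 SD, cut at about 27% in these data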;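 further: 0% = DMSO wells and 100% = JAK Inhibitor I control wells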
# S1P4 antag: human S1P4 receptor antagonism | O95977 | S1P4-expressing cells, antagonist mode, reporter read-out | inhibition, % at 4.98 µM | actives 0.26% (n = 220,000) | AID 1510; in the data active means inhibition above about 29%;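 further: 0% = wells stimulated with agonist and 100% = vehicle wells without agonist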
# S1P4 agonist: human S1P4 receptor agonism; O95977; S1P4-expressing cell line, agonist reporter assay; activation, % at 4.98 µM; actives 0.35% (n = 220,000); in the data active means activation above about 11%;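 further: 0% = DMSO vehicle and 100% = reference agonist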
# NPY-Y2 PAM-ag: potentiators or agonists of human neuropeptide Y receptor Y2; P49146; cells expressing NPY-Y2, potentiator/agonist read-out; activation, % at 3.6 µM; actives 0.45% (n = 220,000); AID 1359; in the data active means activation above about 27%;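 further: cells stimulated with NPY near EC25 plus isoproterenol at EC100; 0% = vehicle plus submaximal agonist and 100% = vehicle plus saturating agonist; some results beyond the cut were filed as inactive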
# Target sequence (P49146 whole entry, looked up): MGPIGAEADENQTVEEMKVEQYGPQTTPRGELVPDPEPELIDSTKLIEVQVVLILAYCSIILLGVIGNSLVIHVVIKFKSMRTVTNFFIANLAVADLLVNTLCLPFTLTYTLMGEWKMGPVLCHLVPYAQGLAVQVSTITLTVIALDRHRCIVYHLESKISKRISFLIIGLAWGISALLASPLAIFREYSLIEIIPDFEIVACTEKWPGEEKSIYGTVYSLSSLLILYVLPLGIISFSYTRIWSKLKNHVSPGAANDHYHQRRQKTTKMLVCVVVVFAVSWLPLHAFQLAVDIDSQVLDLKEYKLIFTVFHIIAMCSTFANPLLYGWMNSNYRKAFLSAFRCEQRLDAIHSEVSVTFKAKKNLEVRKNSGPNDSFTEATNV
# NPY-Y1 PAM-ag: potentiators or agonists of human neuropeptide Y receptor Y1; P25929; NPY-Y1 expressing cells, potentiator/agonist activation; activation, % at 3.6 µM; actives 0.37% (n = 220,000); in the data active means activation above about 33%, passing the limit was not always enough;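 further: cells stimulated with NPY at EC10 then isoproterenol at EC100; 0% = low agonist plus stimulus and 100% = saturating agonist plus stimulus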
# RBBP9 inhibitor: human RBBP9 hydrolase inhibition | AID 1515 | recombinant RBBP9, FP-Rh probe fluorescence polarization | actives 0.2% (n = 220,000) | inhibition, % at 7.94 µM | O75884;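 active means inhibition above the campaign mean of all tested compounds plus 3 SD, cut at about 14% in these data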;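 further: plate controls were DMSO wells with RBBP9 for no effect and wells lacking RBBP9 protein for full effect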
# Target sequence (O75884 whole entry, looked up): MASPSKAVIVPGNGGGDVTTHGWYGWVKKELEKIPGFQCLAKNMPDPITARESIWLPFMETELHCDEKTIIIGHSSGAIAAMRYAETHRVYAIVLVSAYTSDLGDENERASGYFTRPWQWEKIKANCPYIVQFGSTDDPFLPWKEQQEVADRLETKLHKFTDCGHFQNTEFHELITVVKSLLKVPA
#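 System: RBBP9 protein / Buffer or medium: Tris/NaCl buffer pH 8.0 with 0.1% Pluronic / Probe or stimulus: Serine-hydrolase probe FP-Rh, 375 nM pre-mixing / Dosing: 7.94 µM single dose, 0.794% DMSO / Times: enzyme-compound preincubation 30 min, then probe labeling 45 min, 25 °C / Technique: fluorescence polarization (mP), excitation 525 nm, emission 598 nm / Replication: singlicate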
# * hit, by the source's call; · = no result given.
compound,Runt-CBFb FRET,S1P4 antag,S1P4 agonist,NPY-Y2 PAM-ag,NPY-Y1 PAM-ag,NPY-Y1 antag,BaF3 parental,RBBP9 inhibitor,Ba/F3 V617F tox
Cn1c(=O)c2c(nc(NCc3ccco3)n2C)n(C)c1=O,-1,13,0.7,-5,-12,6,0,0,-3
O=C(Nc1ccc2c(c1)OCCO2)c1cc(-n2cnnc2)ccc1Cl,-1,-28,0.1,-6,6,1,3,-3,1
O=C(CSc1ncn[nH]1)Nc1ccccc1Sc1ccc(Cl)cc1,1,-23,-0.4,14,-8,1,9,-5,1
CCN(C(=O)CSc1nnc(-c2ccccc2Cl)n1C1CCCC1)C1CCS(=O)(=O)C1 (configuration not stated),-1,-17,0.1,9,11,7,5,-2,-2
C=CCc1cc(/C=C/c2nc(O)c([N+](=O)[O-])c(=O)[nH]2)cc(OC)c1O,38,-19,1.9,-1,2,3,3,-3,4
CCCN(CCC)CCCNC(=O)c1cn(CCOC)c(=O)c2c1c1ccccc1n2C,0,-10,2.5,12,3,2,1,1,-2
COc1ccc(NC(=O)C2CCCN(c3cc(C)nc4ncnn34)C2)cc1 (configuration not stated),0,4,2.1,-9,-10,-5,0,-7,0
O=C(Nc1cccc(C(F)(F)F)c1)c1csc(-c2ccncc2)n1,-2,-2,1.3,-14,-18,0,6,-6,2
CC1CN(C(NC(=O)C(C)(C)C)C(Cl)(Cl)Cl)CC(C)O1 (configuration not stated),3,-2,1.1,-1,11,4,2,0,-3
O=[n+]1c2c(n([O-])c3cc(F)c(N4CCCC4)cc31)CCC2,·,-23,0.6,9,-3,7,0,-6,0
C/C(=N\O)C(=O)NCC1CCNCC1,1,18,0.3,1,7,-3,2,-9,1
CCOc1ccc([N+](=O)[O-])c(N)c1,-3,-19,1.2,-3,-9,2,2,4,-2
COc1cc(C(=S)N2CCCCC2)ccc1OCC(=O)N1CCCC1,0,-20,-0.6,5,-11,2,2,3,-4
O=C(NCc1ccc2c(c1)OCO2)C1CCN(S(=O)(=O)c2cccs2)CC1,-27,0,0.2,-5,6,3,-2,0,-1
COc1cc(C(=O)OCC(=O)Nc2c(F)c(F)c(F)c(F)c2F)cc(OC)c1OC,-2,0,1.7,-22,-37,7,-3,1,-3
Cc1c(NC(=O)c2cc(-c3ccco3)on2)c(=O)n(-c2ccccc2)n1C,-2,-22,1.6,-1,-1,-8,-1,-8,-3
CC1(C)CC(=O)C(N=Nc2ccc(Cl)cc2)=C(O)C1,2,-15,1.3,-4,-7,6,0,-10,-4
O=C(NC(=S)Nc1c(F)cc(F)cc1Br)c1ccc2c(c1)OCCO2,4,-13,0.7,-10,-8,-1,11,-5,1
CCOc1cccc2cc(C(=O)N3CCN(C/C=C/c4ccccc4)CC3)c(=O)oc12,7,-7,0.9,-13,-14,-4,8,-5,1
c1ccc(C(Cc2nc(-c3cccnc3)no2)c2ccccc2)cc1,-2,2,0.3,26,25,-5,3,1,-1
Cc1ccc(C(c2nnnn2CC2CCCO2)N2CCN(c3cccc(C)c3C)CC2)cc1 (configuration not stated),-2,-8,2.7,2,-10,3,3,6,-1
NC(=O)COC(=O)c1cccc(S(=O)(=O)N2CCCc3ccccc32)c1,0,-4,-0.1,2,17,-3,-1,-2,0
CCOC(=O)C1=C(C)NC(C)=C(C(=O)OCC)C1c1ccco1,-3,5,2.6,-16,2,·,-3,-2,1
O/N=C1\CCSc2ccc(F)cc21,-1,6,-0.1,-15,13,·,-1,0,0
COC(=O)c1c(C)cc(C)n2c1nc1ccccc12,-3,3,2.3,3,-17,2,12,-6,4
C/C(=N\N=C(/N)c1nonc1N)c1ccc2c(c1)OCO2,1,11,1.8,-5,-16,·,0,-13,1
COc1ccc(S(=O)(=O)NC2(C(F)(F)F)N=C(c3ccccc3)NC2=O)cc1 (configuration not stated),0,-7,1.3,1,-15,-3,0,-6,-1
CC(C)CC(=O)NC(=S)Nc1cc(C(=O)O)ccc1Cl,-1,-34,-0.1,-3,-19,7,5,-6,-1
COc1ccc(NC(=O)C(NC(=O)OC(C)(C)C)C(C)OCc2ccccc2)cc1 (configuration not stated),1,-6,1.8,2,-5,0,0,-6,-1
Nc1ccc(-n2nncc2-c2ccco2)cc1,3,-9,1.1,-5,-14,-2,0,-14,1

# Rewritten with two lines to a compound: two of the compounds above
# Second line of a record: Runt-CBFb FRET | S1P4 antag | S1P4 agonist | NPY-Y2 PAM-ag | NPY-Y1 PAM-ag | NPY-Y1 antag | BaF3 parental | RBBP9 inhibitor | Ba/F3 V617F tox
> COc1ccc(NC(=O)C(NC(=O)OC(C)(C)C)C(C)OCc2ccccc2)cc1 (configuration not stated)
  1 | -6 | 1.8 | 2 | -5 | 0 | 0 | -6 | -1
> Nc1ccc(-n2nncc2-c2ccco2)cc1
  3 | -9 | 1.1 | -5 | -14 | -2 | 0 | -14 | 1

# Next section.
compound,Runt-CBFb FRET,S1P4 antag,S1P4 agonist,NPY-Y2 PAM-ag,NPY-Y1 PAM-ag,NPY-Y1 antag,BaF3 parental,RBBP9 inhibitor,Ba/F3 V617F tox
CCOC(=O)c1c(NC(=O)C2CCCO2)sc2c1CCC2 (configuration not stated),-6,6,1.6,8,-2,-4,-1,3,-3
CCC1(C)COC(C)(CC(=O)NNC(=O)Nc2ccccc2)OC1 (configuration not stated),1,-20,1.2,6,4,4,1,-8,-1
CCOc1ccc(S(=O)(=O)Nc2nc3ccccc3nc2Nc2ccc(N3CCOCC3)cc2)cc1,9,-5,-1.2,12,25,4,6,17*,1
O=C(N/N=C\c1ccc(-c2ccc([N+](=O)[O-])cc2)o1)c1ccc2c(c1)OCO2,-2,-12,2.6,15,-11,2,4,-11,-5
Cc1ccc(Nc2ncnc(N)n2)cc1C,2,10,0.3,0,-2,-1,7,-6,-3
CCOC(=O)C1CCN(C(=O)C(C)Oc2ccc(Br)cc2)CC1 (configuration not stated),1,-5,0.7,-1,15,4,7,-7,2
COc1ccc(C(=O)Oc2ccc(F)cc2C(=O)/C=C/c2ccc(OC)c(OC)c2)cc1,-2,-16,0.9,6,-3,0,4,-9,-5
Cc1ccnc2nc(C(=O)OCC(=O)c3c[nH]c4ccccc34)nn12,0,-6,-0.1,6,-19,·,-2,-4,-1
COc1cc(/C=N/NC(=O)c2cc(-c3ccccc3OC(C)C)nc3ccccc23)ccc1O,-1,-3,2.1,-4,-16,0,-2,-8,-2
CN(C)c1ccnc(-n2cccc2/C=N/OCc2ccc(F)cc2Cl)c1C#N,-2,-7,2.4,-7,-18,0,5,-5,-1
CCn1c(=O)c2cc(C(=O)NCc3cccs3)sc2c2ccccc21,-2,7,0.4,4,9,-5,-3,-4,-7
Cc1onc(-c2c(Cl)cccc2Cl)c1C(=O)NC1C(=O)N2C1SC(C)(C)C2C(=O)O (configuration not stated),·,14,-0.9,-7,8,-5,0,-2,-4
CCNC(=O)NC(=O)CSc1cccc(C(F)(F)F)c1,-4,-12,-0.3,-6,2,-7,5,-2,-2
Cc1ccc(S(=O)(=O)NNC(=O)C(=O)NNS(=O)(=O)c2ccc(C)cc2)cc1,-1,-3,-1.1,-5,1,0,5,-3,-2
CC(=O)NNC(=S)NC(=O)C(c1ccccc1)c1ccccc1,10,2,0.2,2,-9,1,-1,-6,-1
CN(C(=O)c1ccc(OC2CCN(S(=O)(=O)N(C)C)CC2)cc1)C1CCCCC1,1,2,0.7,-3,1,-10,5,-7,1
Cc1cccc(N2CCN(C(=O)c3ccc(N4CCCC4=O)cc3)CC2)c1C,-1,0,2.5,-13,6,5,2,-8,0
CC(=O)NNC(=S)NCCc1ccccc1,1,-5,1.7,6,18,1,3,-7,-1
CCCCOC(=O)Nc1nnc(COc2ccccc2)s1,-2,-13,1.5,-15,-7,10,2,-5,0
COC(=O)C(CCSC)NC(=O)Cn1ncc2c(=O)oc3ccc(C)cc3c21 (configuration not stated),1,0,-1.4,5,6,1,0,-4,-2
O=C(Nc1ccc2c(c1)OCO2)c1ccc(COc2ccc3c(c2)CCC3)o1,1,-22,0.1,-8,-43,10,0,-11,-6
Cc1cccc(C)c1NC(=O)COC(=O)C1Cc2ccccc2CN1C(=O)c1ccccc1 (configuration not stated),-4,-12,1.0,9,3,10,4,-7,0
O=C(O)COc1cccc2nsnc12,1,-10,1.9,10,3,8,1,-1,1
CC1=CC(=C(C#N)C#N)C=C(C)N1CCN1CCN(C(=O)Nc2cccc(Cl)c2)CC1,-5,-9,-0.4,6,-6,-4,10,2,3
COc1ccc(-c2c(C)nn(-c3ccccc3)c2N)cc1,1,-10,3.3,9,-12,-3,6,-12,0
Cn1c(=O)c2[nH]c(N3CCCCC3)nc2n(C)c1=O,2,-27,0.6,-3,21,·,-1,2,-5
COc1cccc(/C(O)=C2/C(=O)C(=O)N(Cc3cccnc3)C2c2ccco2)c1 (configuration not stated),0,-20,-0.9,15,-5,-2,1,-4,1
COc1cc(NC(=O)CN2CCN(Cc3ccc4c(c3)OCO4)CC2)cc(OC)c1,0,-20,-0.9,-13,-17,9,6,-4,2
CCOC(=O)C1(Cc2ccc(OC)cc2)CCN(C(=O)c2cc3ccccc3[nH]2)CC1,-5,-2,0.6,-8,-2,0,6,-5,2
CCCCOP(=O)(c1ccc(N(C)C)cc1)C(O)c1ccncc1 (configuration not stated),-1,-9,0.2,12,-11,2,4,-9,4
COc1cccc(NC(=O)CNC(C)CCC(C)C)c1 (configuration not stated),-2,-12,0.3,-3,3,3,3,-18,4
O=C(COc1ccccc1[N+](=O)[O-])c1ccccc1,5,7,-0.9,-16,-13,-5,4,8,-1
N#Cc1ccc(OCc2nnc(-c3ccc([N+](=O)[O-])cc3)o2)cc1,0,-25,1.2,1,6,3,8,-1,1
CC(CN1C(C)CCCC1C)OC(=O)c1ccccc1Cl (configuration not stated),-2,-16,-0.9,-10,-7,7,-4,6,-5
Cc1cccc(OCC(=O)Nc2ccccc2C(=O)N2CCOCC2)c1,-2,-8,-0.3,-6,-17,-1,2,-9,1
O=[N+]([O-])C(=C1SCCS1)C(=C(Cl)Cl)N1CCCCC1,·,12,-2.8,11,2,7,5,1,2
Cn1c(=O)c2c(-c3ccc(C(C)(C)C)cc3)n(N3CCOCC3)cc2n(C)c1=O,1,-13,1.2,-17,10,-2,0,-5,5
O=C(c1ccccc1)N1CCN(C(=O)N2CCOCC2)CC1,1,-12,-2.1,0,10,3,1,-1,-2
COC(=O)c1ccc2c(=O)n(CC3CCCO3)c(=S)[nH]c2c1 (configuration not stated),2,-7,-1.6,3,-12,-4,3,3,1
